M. tuberculosis: growth inhibition of non-replicating M. tuberculosis (AID 488890) | Mycobacterium tuberculosis non-replicating, growth inhibition; higher % means a stronger effect | inhibition, % at 25 µM, or IC50 in µM where a hit was titrated | 320,000 tested, 0.39% active; in the data active = a potency from the dose series; inconclusive = inhibition mostly from about 82% at the one dose, without a potency; inactive = the rest, 99 in 100 with inhibition below about 76%;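 also: plate controls were DMSO cells for no effect and high antibiotic wells for full effect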
inhibitors of VEEV: inhibitors of VEEV TC-83 cytopathic effect, confirmation, Vero cells (AID 588727) | Vero cells, VEEV TC-83 cytopathic effect inhibition; higher % means a stronger effect | inhibition, % at 20 µM, or IC50 in µM where a hit was titrated | 350,000 tested, 0.13% active; in the data active = a potency from the dose series; inconclusive = inhibition mostly from about 14% at the one dose, without a potency; inactive = the rest, 99 in 100 with inhibition below about 12%; also: strong numbers were not always called active
H1N1 NS1A inhibition: H1N1 influenza NS1A inhibitors, functional cell based assay (AID 504329). NS1A functional cell-based assay, percent inhibition; higher % means a stronger effect. one-dose inhibition, % at 12.5 µM; IC50 in µM for titrated hits. 340,000 tested, 0.3% active; in the data active = a potency from the dose series; inconclusive = inhibition above about 27% without an active follow-up result; also: strong numbers were not always called active
PhoP GFP inhibition: Inhibition of PhoP regulon, Salmonella typhi GFP reporter cells, confirmation, 4 h (AID 1850) | one-dose inhibition, % at 50 µM; IC50 in µM for titrated hits | Salmonella Typhi PhoP-promoter GFP reporter, fluorescence, 4 h; higher % means a stronger effect | 310,000 tested, 0.33% active; in the data active = a potency from the dose series; inconclusive = inhibition mostly from about 25% at the one dose, without a potency; inactive = the rest, 99 in 100 with inhibition below about 19%;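 also: 0% = induced wells with vehicle and 100% = uninduced wells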
H37Rv inhibition: M. tuberculosis growth inhibition, HTS (AID 449762); 330,000 tested, 0.59% active; M. tuberculosis H37Rv growth inhibition, 7H9 media; higher % means a stronger effect; one-dose inhibition, % at 25 µM; IC50 in µM for titrated hits; in the data active = a potency from the dose series; inconclusive = inhibition above about 70% without an active follow-up result;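 also: bacterial growth assessed after seven days of incubation; strong numbers were not always called active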
inhibitors of VEEV 10K pilot screen: second read-out of inhibitors of VEEV, no call of its own (marks repeat the call); inhibition, %; measured here: 10K pilot screen inhibition
* marks the source's active call; other numbers are inactive results. Hits appear at their usual frequency. About 1.6% of those tested had a hit in this group.

For CN1c2cccc3cccc(c23)N(C)C1c1cccs1 the results were M. tuberculosis 13%, inhibitors of VEEV 6.2%, H1N1 NS1A inhibition 7%, PhoP GFP inhibition 2% and H37Rv inhibition -10%.
For Cc1ccc(-n2c(O)c(C=NCc3ccccn3)c(=O)[nH]c2=S)cc1 the results were M. tuberculosis -6%, inhibitors of VEEV inactive, H1N1 NS1A inhibition -3%, PhoP GFP inhibition 9% and H37Rv inhibition 5%.
Cc1cccc(OCCNc2ccc(C(F)(F)F)cc2[N+](=O)[O-])c1 was read as M. tuberculosis 1%, inhibitors of VEEV 1.1%, H1N1 NS1A inhibition -6%, PhoP GFP inhibition -9% and H37Rv inhibition 10%.
CC1CCN(CC(=O)N2CCCc3c2c(=O)oc2ccc(OCc4ccccc4)cc32)CC1 was read as M. tuberculosis 67%, inhibitors of VEEV 6.0%, H1N1 NS1A inhibition 9%, PhoP GFP inhibition -3% and H37Rv inhibition inconclusive.
C#Cc1ccc([C@@H]2C=C(C(=O)NC3CC3)O[C@H](OCCCCO)C2)cc1 was read as M. tuberculosis 2%, inhibitors of VEEV 1.3%, H1N1 NS1A inhibition 9%, PhoP GFP inhibition -9%, H37Rv inhibition 0% and inhibitors of VEEV 10K pilot screen 0.5.
`Cc1ccc(CN2CCC3CCC(C3)C2)c(O)c1` (stereo not drawn) gave inhibitors of VEEV 1.8% and H1N1 NS1A inhibition -11%.
`COc1cc(/C=C(/C#N)c2nc3ccccc3[nH]2)ccc1Oc1ncccc1[N+](=O)[O-]` gave M. tuberculosis 17%, inhibitors of VEEV 0.8%, H1N1 NS1A inhibition 2%, PhoP GFP inhibition -3% and H37Rv inhibition -1%.
Cc1cccc(NCc2cc(Cl)ccc2O)n1 was read as M. tuberculosis 17%, inhibitors of VEEV inactive, H1N1 NS1A inhibition -1%, PhoP GFP inhibition 5% and H37Rv inhibition 1%.
`CC(CNC(=O)COc1ccccc1)OC(=O)Nc1ccc(Cl)c(Cl)c1` (stereo not drawn) gave M. tuberculosis 50%, inhibitors of VEEV 3.1%, H1N1 NS1A inhibition 1%, PhoP GFP inhibition -2% and H37Rv inhibition 37%.
COCCN1C(=O)N[C@@H](c2cccs2)C(C(=O)OC)=C1C was read as M. tuberculosis -29%, inhibitors of VEEV 0.3%, H1N1 NS1A inhibition -6%, PhoP GFP inhibition 2%, H37Rv inhibition -7% and inhibitors of VEEV 10K pilot screen 0.5.
For COCCCN1C(=O)/C(=C/c2ccc(CNS(=O)(=O)c3ccccc3)o2)C(C(=O)OC)=C1C the results were M. tuberculosis -15%, inhibitors of VEEV 7.6%, H1N1 NS1A inhibition 6%, PhoP GFP inhibition -9% and H37Rv inhibition -3%.
Screening CN(C)CCCNC(=O)/C(=C\c1ccc(-c2ccc(Br)cc2)o1)NC(=O)c1ccccc1 returned M. tuberculosis 27%, inhibitors of VEEV inactive, H1N1 NS1A inhibition 14%, PhoP GFP inhibition 22% and H37Rv inhibition 20%.
`Cc1cccc(OCc2nnc(SCn3nnc4ccccc4c3=O)o2)c1` gave M. tuberculosis 55%, inhibitors of VEEV 4.5%, H1N1 NS1A inhibition 2%, PhoP GFP inhibition -2% and H37Rv inhibition -5%.
CC1(c2ccc3ccccc3c2)NC(=O)NC1=O (stereo not drawn) was read as M. tuberculosis -6%, inhibitors of VEEV 2.8%, H1N1 NS1A inhibition 0%, PhoP GFP inhibition 8% and H37Rv inhibition -1%.
For O=C(Cn1nc(-c2ccc3c(c2)OCCO3)ccc1=O)Nc1ccc(-n2cnnn2)cc1 the results were M. tuberculosis -4%, inhibitors of VEEV 2.0%, H1N1 NS1A inhibition -5%, PhoP GFP inhibition 3% and H37Rv inhibition 0%.
`COc1cc(/C=N/NC(=O)C2C3CCCCC32C)cc(Br)c1O` (stereo not drawn) gave M. tuberculosis 38%, inhibitors of VEEV 0.4%, H1N1 NS1A inhibition -4%, PhoP GFP inhibition 3% and H37Rv inhibition 1%.
For Cc1cc(OC(=O)c2ccc3ccccc3c2)c([N+](=O)[O-])c(=O)[nH]1 the results were M. tuberculosis 12%, inhibitors of VEEV 0.3%, H1N1 NS1A inhibition -5%, PhoP GFP inhibition -3% and H37Rv inhibition 2%.
Screening O=C1NC(=O)C(CCc2ccncc2)(Cc2ccc([N+](=O)[O-])cc2)C(=O)N1 returned M. tuberculosis 9%, inhibitors of VEEV inactive, H1N1 NS1A inhibition 0%, PhoP GFP inhibition 0% and H37Rv inhibition -2%.
Screening Cc1ccc(N/N=C(/Sc2nnnn2-c2ccccc2)C(=O)c2ccccc2)cc1 returned M. tuberculosis 17%, inhibitors of VEEV 1.0%, H1N1 NS1A inhibition 18%, PhoP GFP inhibition 6% and H37Rv inhibition -10%.
O=C(COC(=O)C1=COCCO1)Nc1ccc(Cl)cn1 was read as M. tuberculosis 12%, inhibitors of VEEV 2.5%, H1N1 NS1A inhibition -13% and H37Rv inhibition 66%.
Cc1cc(-n2c(=O)c(C#N)cc3c(=O)n4ccccc4nc32)no1 was read as M. tuberculosis inconclusive, inhibitors of VEEV 4.7%, H1N1 NS1A inhibition 2%, PhoP GFP inhibition -7% and H37Rv inhibition 52%.
CCN(CC)C(=O)CSc1ncnc2c1cnn2-c1ccccc1 was read as M. tuberculosis 56%, inhibitors of VEEV 4.1%, H1N1 NS1A inhibition 9%, PhoP GFP inhibition -2% and H37Rv inhibition 3%.
Screening CCOC(=O)c1ccc(NC(=S)NCCCN2CCOCC2)cc1 returned M. tuberculosis 4%, inhibitors of VEEV 0.1%, H1N1 NS1A inhibition -3%, PhoP GFP inhibition -2% and H37Rv inhibition -3%.
`COc1ccccc1N(C)S(=O)(=O)c1ccc(C(=O)Nc2ccc(N3CCOCC3)cc2)cc1` gave M. tuberculosis 33%, inhibitors of VEEV 5.2%, H1N1 NS1A inhibition -1%, PhoP GFP inhibition 9% and H37Rv inhibition 36%.

A stretch taken from the entries so far, for reference:
CC1(c2ccc3ccccc3c2)NC(=O)NC1=O (stereo not drawn) was read as M. tuberculosis -6%, inhibitors of VEEV 2.8%, H1N1 NS1A inhibition 0%, PhoP GFP inhibition 8% and H37Rv inhibition -1%.
For O=C(Cn1nc(-c2ccc3c(c2)OCCO3)ccc1=O)Nc1ccc(-n2cnnn2)cc1 the results were M. tuberculosis -4%, inhibitors of VEEV 2.0%, H1N1 NS1A inhibition -5%, PhoP GFP inhibition 3% and H37Rv inhibition 0%.
`COc1cc(/C=N/NC(=O)C2C3CCCCC32C)cc(Br)c1O` (stereo not drawn) gave M. tuberculosis 38%, inhibitors of VEEV 0.4%, H1N1 NS1A inhibition -4%, PhoP GFP inhibition 3% and H37Rv inhibition 1%.
For Cc1cc(OC(=O)c2ccc3ccccc3c2)c([N+](=O)[O-])c(=O)[nH]1 the results were M. tuberculosis 12%, inhibitors of VEEV 0.3%, H1N1 NS1A inhibition -5%, PhoP GFP inhibition -3% and H37Rv inhibition 2%.
Screening O=C1NC(=O)C(CCc2ccncc2)(Cc2ccc([N+](=O)[O-])cc2)C(=O)N1 returned M. tuberculosis 9%, inhibitors of VEEV inactive, H1N1 NS1A inhibition 0%, PhoP GFP inhibition 0% and H37Rv inhibition -2%.
Screening Cc1ccc(N/N=C(/Sc2nnnn2-c2ccccc2)C(=O)c2ccccc2)cc1 returned M. tuberculosis 17%, inhibitors of VEEV 1.0%, H1N1 NS1A inhibition 18%, PhoP GFP inhibition 6% and H37Rv inhibition -10%.
O=C(COC(=O)C1=COCCO1)Nc1ccc(Cl)cn1 was read as M. tuberculosis 12%, inhibitors of VEEV 2.5%, H1N1 NS1A inhibition -13% and H37Rv inhibition 66%.

Next part.
For CCc1ccccc1NC(=O)COC(=O)c1cccs1 the results were M. tuberculosis 71%, inhibitors of VEEV 0.7%, H1N1 NS1A inhibition 3%, PhoP GFP inhibition -4% and H37Rv inhibition -2%.
OCCC1CN(CCCn2cccn2)CCN1C1CCCCC1 (stereo not drawn) was read as inhibitors of VEEV 0.9% and H1N1 NS1A inhibition -3%.
Screening COc1cc2c(cc1OC)C(C)N(C(=O)[C@@H](NC(=O)c1ccccc1)C(C)C)CC2 (stereo partly drawn) returned M. tuberculosis 5%, inhibitors of VEEV 1.5%, H1N1 NS1A inhibition -3%, PhoP GFP inhibition 12% and H37Rv inhibition 5%.
For COCCNC(=O)/C(C#N)=C/c1cc(Br)c(O)c(OC)c1 the results were M. tuberculosis 45%, inhibitors of VEEV 0.7%, H1N1 NS1A inhibition -8%, PhoP GFP inhibition 20% and H37Rv inhibition 15%.
`CCOc1ccccc1C(=O)Nc1cc(Cl)ccc1O` gave M. tuberculosis 49%, inhibitors of VEEV 5.9%, H1N1 NS1A inhibition 6%, PhoP GFP inhibition -3% and H37Rv inhibition 62%.
For O=C(c1ccc2c(=O)n(Cc3ccco3)c(=S)[nH]c2c1)N1CCN(c2ccccc2)CC1 the results were M. tuberculosis 49%, inhibitors of VEEV 0.7%, H1N1 NS1A inhibition -6%, PhoP GFP inhibition 1% and H37Rv inhibition -5%.
`Cc1ccc2nc(C)c(CN3CCN(c4ccc([N+](=O)[O-])cc4Cl)CC3)n2c1` gave M. tuberculosis inconclusive, inhibitors of VEEV inactive, H1N1 NS1A inhibition 9%, PhoP GFP inhibition -2% and H37Rv inhibition inconclusive.
Cc1nn(-c2ccccc2)c(N2CCCC2)c1/C=N/NC(=O)c1ccccc1O was read as M. tuberculosis 20%, inhibitors of VEEV 12%, H1N1 NS1A inhibition -10%, PhoP GFP inhibition -7% and H37Rv inhibition 7%.
Screening CC(C)c1ccc(C2CC(c3ccc(Br)cc3)=NN2C(N)=S)cc1 (stereo not drawn) returned M. tuberculosis 35%, inhibitors of VEEV 0.1%, H1N1 NS1A inhibition 14%, PhoP GFP inhibition 6% and H37Rv inhibition 6%.
Screening CC12CCC(C(=O)Nc3ccccc3Cl)([C@H](Br)C1=O)C2(C)C (stereo partly drawn) returned M. tuberculosis 2%, inhibitors of VEEV 6.2%, H1N1 NS1A inhibition 12%, PhoP GFP inhibition 6% and H37Rv inhibition 6%.
For O=C1CC(N2CCN(c3ccccc3)CC2)C(=O)N1c1ccc(Cl)cc1 (stereo not drawn) the results were inhibitors of VEEV 1.1%, H1N1 NS1A inhibition -1%, PhoP GFP inhibition -10% and H37Rv inhibition -27%.
Screening CNC(=O)C1(C)C=CCN1C(=O)c1ccccc1 (stereo not drawn) returned M. tuberculosis -16%, inhibitors of VEEV 0.2%, H1N1 NS1A inhibition -4%, PhoP GFP inhibition -6% and H37Rv inhibition 5%.
For O=Cc1ccc(Sc2nnc(-c3ccccc3)o2)c([N+](=O)[O-])c1 the results were M. tuberculosis 40%, inhibitors of VEEV 1.6%, H1N1 NS1A inhibition 9%, PhoP GFP inhibition -16% and H37Rv inhibition 3%.
Screening COc1ccccc1CNC(=O)Cn1c(=O)c2cccn2c2cccnc21 returned M. tuberculosis 6%, inhibitors of VEEV 0.2%, H1N1 NS1A inhibition 15%, PhoP GFP inhibition -33% and H37Rv inhibition 2%.
`Nc1nc(-c2ccco2)nn1C(=O)c1cccnc1` gave M. tuberculosis -4%, inhibitors of VEEV 2.7%, H1N1 NS1A inhibition 0%, PhoP GFP inhibition 19% and H37Rv inhibition 0%.
Screening COc1ccc(S(=O)(=O)Nc2ccc3c(c2)C(=O)N([C@H](C)CO)C[C@H](C)[C@@H](CN(C)S(=O)(=O)c2ccccc2)O3)cc1 returned M. tuberculosis 42%, inhibitors of VEEV 1.2%, H1N1 NS1A inhibition -3% and H37Rv inhibition 3%.
Cc1cccc(/C=N/n2c(C)nnc2C)c1 was read as M. tuberculosis 14%, inhibitors of VEEV 2.6%, H1N1 NS1A inhibition -9%, PhoP GFP inhibition 5% and H37Rv inhibition 3%.
CC12C(=O)N(c3ccccc3C(=O)O)C(=O)C1C1C=CC2C1 (stereo not drawn) was read as M. tuberculosis -1%, inhibitors of VEEV 0.6%, H1N1 NS1A inhibition -12%, PhoP GFP inhibition -17% and H37Rv inhibition 7%.
Screening CCOC(=O)c1cnc2c(-c3cccc(Br)c3)cnn2c1C returned M. tuberculosis 34%, inhibitors of VEEV 1.3%, H1N1 NS1A inhibition 4%, PhoP GFP inhibition -1% and H37Rv inhibition 7%.
